High-throughput results deposited in PubChem BioAssay by The Scripps Research Institute Molecular Screening Center.
TEAD-YAP block: TEAD-YAP interaction inhibition, primary screen, TEAD-YAP interaction inhibitor project, luminescence, HEK-TIYL cells; 1.4% of 640,000 active; inhibition, % at 9.12 µM; TEAD-Gal4/YAP UAS-luciferase luminescence; AID 1259422, 2018; in the data active = inhibition above about 32%;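 note: 0% = median of test compound wells and 100% = reference inhibitor wells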
FBW7 act: FBW7 E3 ligase activators, primary screen, biochemical, AlphaScreen, human; AID 1259310, 2017; 0.13% of 650,000 active; normalized activity (activation), % at 26.1 µM; AlphaScreen FBW7–phospho-cyclin E peptide binding, activator screen; in the data active = normalized activity above about 1.9%;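 note: purified mutant Fbw7 with reduced substrate affinity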
GPR151 ag: activators of human GPR151, primary screen, cell-based, PathHunter beta-arrestin, luminescence. PathHunter beta-arrestin GPR151 cells. activation, % at 11.2 µM. 1% of 650,000 active. AID 1508602, 2020; in the data active = activation above about 4.9%;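 note: 0% = median of compound wells and 100% = cells with positive control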
Target sequence (Q8TDV0 whole entry, looked up): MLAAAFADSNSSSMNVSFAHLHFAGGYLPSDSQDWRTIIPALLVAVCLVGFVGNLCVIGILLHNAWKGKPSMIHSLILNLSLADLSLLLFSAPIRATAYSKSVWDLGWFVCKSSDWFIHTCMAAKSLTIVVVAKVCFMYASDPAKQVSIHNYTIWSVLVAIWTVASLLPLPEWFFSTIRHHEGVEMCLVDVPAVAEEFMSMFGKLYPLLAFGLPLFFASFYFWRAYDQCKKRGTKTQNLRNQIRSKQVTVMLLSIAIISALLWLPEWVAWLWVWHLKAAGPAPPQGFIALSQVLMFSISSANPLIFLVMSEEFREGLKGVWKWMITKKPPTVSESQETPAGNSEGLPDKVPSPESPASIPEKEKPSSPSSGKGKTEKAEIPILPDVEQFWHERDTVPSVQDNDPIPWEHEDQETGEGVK
MITF primary: MITF inhibitors, primary screen, biochemical, AlphaScreen, human | inhibition, % at 2.6 µM | AlphaScreen MITF homodimerization, bead proximity signal | AID 1259374, 2018 | 0.91% of 650,000 active | Microphthalmia-associated transcription factor (Homo sapiens), O75030; in the data active = inhibition above about 50%;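 note: 0% = vehicle wells with protein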
Target sequence (O75030 whole entry, looked up): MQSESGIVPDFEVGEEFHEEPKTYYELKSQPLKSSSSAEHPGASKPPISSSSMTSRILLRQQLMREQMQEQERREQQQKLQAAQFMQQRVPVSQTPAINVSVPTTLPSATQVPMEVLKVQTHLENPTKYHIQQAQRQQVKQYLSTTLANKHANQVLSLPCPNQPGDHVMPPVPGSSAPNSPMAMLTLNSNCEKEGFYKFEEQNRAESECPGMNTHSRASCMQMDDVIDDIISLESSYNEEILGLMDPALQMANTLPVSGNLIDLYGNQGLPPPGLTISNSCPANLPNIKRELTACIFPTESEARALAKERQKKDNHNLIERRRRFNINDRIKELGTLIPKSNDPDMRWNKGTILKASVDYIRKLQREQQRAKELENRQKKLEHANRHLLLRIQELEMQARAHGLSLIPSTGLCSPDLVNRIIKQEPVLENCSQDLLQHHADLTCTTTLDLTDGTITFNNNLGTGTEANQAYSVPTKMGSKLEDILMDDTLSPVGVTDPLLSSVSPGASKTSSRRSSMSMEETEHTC
Active calls of the source: *.

smiles	FBW7 act	MITF primary	GPR151 ag	TEAD-YAP block
COC(=O)c1ccccc1NC(=O)c1ccc(NC(C)=O)cc1	-0.2	-1	-0.8	-16
COc1ccc(/C=C2\C(=O)N(c3ccccc3)N=C2C)cc1	-0.4	16	-1.8	8
CCN(CC)CCCNC(=O)C1CCCN(c2nc3ccc(OC)cc3s2)C1 (stereo not given)	-0.1	3	3.0	-28
CC1(C)CC(=O)C2=C(C1)N=C1c3ccccc3C(=O)C1C2c1cccs1 (stereo not given)	-0.1	1	1.2	-20
O=C(COC(=O)c1c(F)cccc1Cl)Nc1ccc(Cl)cn1	0.3	-2	0.7	31
CCCCOc1ccc(S(=O)(=O)Nc2cccc(-c3ccc(N4CCCC4)nn3)c2)cc1	-0.1	0	-0.7	1
O=S(=O)(Nc1ccc(-c2ccc(N3CCCCC3)nn2)cc1)c1ccc(F)cc1F	0.0	14	1.1	-3
COc1cc(C(=O)Nc2nc(-c3cc4ccccc4o3)cs2)cc(OC)c1OC	-0.2	8	-1.2	-1
CCCC(=O)Nc1nnc(C2CCCC2)s1	-0.1	-2	0.0	-6
O=C(NCc1ccncc1)C(=O)NCC1OCCN1S(=O)(=O)c1ccc(Cl)cc1 (stereo not given)	0.0	1	0.1	5
COc1ccc(C(=O)NC(=S)Nc2cc(C(=O)O)ccc2C)cc1[N+](=O)[O-]	0.1	0	0.7	4
CCCCC(=O)Nc1ccc(C(=O)Nc2cccnc2)cc1	-0.2	-17	-0.6	-27
O=C(c1nc2sccn2c1CN1CCCCC1CO)N1CCCC1 (stereo not given)	-0.1	9	-0.7	8
CN(CC(=O)NNC(=O)c1cccs1)S(=O)(=O)c1ccc2ccccc2c1	0.3	1	-0.3	1
Cc1ncsc1C(=O)OC(C#N)c1cccc(Oc2ccccc2)c1 (stereo not given)	1.1	1	2.6	14

Grouped by structure, the entries above containing fluorine
smiles	FBW7 act	MITF primary	GPR151 ag	TEAD-YAP block
O=C(COC(=O)c1c(F)cccc1Cl)Nc1ccc(Cl)cn1	0.3	-2	0.7	31
O=S(=O)(Nc1ccc(-c2ccc(N3CCCCC3)nn2)cc1)c1ccc(F)cc1F	0.0	14	1.1	-3

Other compounds follow.
smiles	FBW7 act	MITF primary	GPR151 ag	TEAD-YAP block
O=C(CNC1CCCC1)Nc1ccc(C(=O)N2CCCCC2)cc1	0.0	46	-0.5	2
CCCC(=O)Nc1nnc(Cc2nnc(NC(=O)CCC)s2)s1	0.0	11	0.7	2
COc1ccccc1C1C(C(=O)Nc2nc3ccccc3s2)=C(C)NC2=C1C(=O)CC(C)(C)C2 (stereo not given)	0.2	19	-0.7	1
Cc1ccc(OCCN2CCC(C)CC2)c([N+](=O)[O-])c1	0.0	64*	-1.0	-10
CCOc1ccc(C(=O)N2CCN(Cc3ccccc3)CC2)cc1OCC	-0.4	0	0.2	-1
COCCNC(=O)c1ccc(CS(=O)(=O)c2ccccc2C)o1	0.9	18	-1.4	0
CC(=O)Nc1ccc(Nc2nc(-c3csc4ccccc34)nc3c2ncn3-c2ccsc2)cc1	0.3	0	-1.5	13
CC(C)S(=O)(=O)C1=NSC2=NC(=O)/C(=C\c3ccc(OCC(=O)O)cc3)C(=N)N21	0.4	11	-0.7	1
COc1ccc(N(CC(=O)Nc2ccc(Cl)c(Cl)c2)S(=O)(=O)c2ccc(C)cc2)cc1	0.0	4	-1.0	8
CCOc1ccc(CSc2nncn2N)cc1	0.2	10	-1.3	-3
O=C(CN1CCC(c2nc3ccccc3[nH]2)CC1)N1CCN(c2ccccc2)CC1	0.6	20	0.5	11
COc1ccc(C2=NN(c3nc(-c4ccccc4)cs3)C(c3ccco3)C2)cc1 (stereo not given)	0.5	8	-0.6	0
CCCNC(=O)CN1CCC(c2nc3ccccc3[nH]2)CC1	0.1	6	1.2	-2
Cc1ccc(N2CC(C(=O)Nc3cc([N+](=O)[O-])ccc3C)CC2=O)cc1 (stereo not given)	-0.1	9	-0.3	7
Cc1cccc(CC(=O)Nc2cnn(-c3cccc(-c4cccnc4)c3)c2)c1	0.0	-2	-1.1	10

Entries above with a Cl atom, in the order listed:
smiles	FBW7 act	MITF primary	GPR151 ag	TEAD-YAP block
O=C(COC(=O)c1c(F)cccc1Cl)Nc1ccc(Cl)cn1	0.3	-2	0.7	31
O=C(NCc1ccncc1)C(=O)NCC1OCCN1S(=O)(=O)c1ccc(Cl)cc1 (stereo not given)	0.0	1	0.1	5
COc1ccc(N(CC(=O)Nc2ccc(Cl)c(Cl)c2)S(=O)(=O)c2ccc(C)cc2)cc1	0.0	4	-1.0	8

Continued:
smiles	FBW7 act	MITF primary	GPR151 ag	TEAD-YAP block
O=C(CCC(=O)OCCCC(F)(F)C(F)(F)F)Nc1nc2ccccc2s1	0.0	-5	-0.5	1
Cc1ccc2[nH]c(C)c(CC(=O)N/N=C/c3cccnc3)c2c1	0.1	0	1.9	5
OC(COCc1ccc(Cl)cc1)CN1CCCCC1 (stereo not given)	0.1	6	1.7	8
COc1cc(C=C2C(=O)NC(=O)NC2=O)c(Br)cc1OC(C)=O	-1.0	-4	0.6	5
CCn1c(SCC(=O)Nc2ccccc2C(F)(F)F)nnc1-c1ccc(N)cc1	0.2	16	-0.8	-1
Nc1nc(N2CCC(N3CCOCC3)CC2)nc2nc[nH]c12	0.0	6	3.2	-10
Cn1c(NC(=O)c2ccc(Cl)cc2[N+](=O)[O-])cc(=O)n(C)c1=O	0.0	-2	0.2	6
Cc1nc(N2CCOCC2)c2c(C)c(C(=O)NCCN3CCOCC3)sc2n1	0.6	5	-2.1	13
Cc1ccc(NC(=O)CC2SC(=Nc3cc(C)ccc3C)N(C)C2=O)cc1 (stereo not given)	-0.1	-1	-2.1	1
O=C(CSC1=NC(=O)C(c2ccccc2)C(=O)N1)Nc1ccc(Br)cn1 (stereo not given)	1.0	10	-0.7	7
Nc1nnnn1/N=C/c1ccc(O)c(O)c1	-0.3	11	-4.4	-13
O=C(OCn1nnc2ccccc2c1=O)c1cc(=O)c2ccccc2o1	-0.2	-1	0.6	3
COc1cccc(Nc2nc(N3CCOCC3)nc(N3CCOCC3)n2)c1	0.0	4	0.5	-17
O=C(CSc1nc2ccccc2c(=O)n1Cc1ccco1)NCCC1=CCCCC1	0.0	-4	1.6	1
O=C(Nc1nncs1)c1ccc([N+](=O)[O-])cc1[N+](=O)[O-]	0.0	21	0.0	4

Further entries.
smiles	FBW7 act	MITF primary	GPR151 ag	TEAD-YAP block
O=C(COc1ccc(Cl)cc1)NCCN1CCN(c2ccc(F)cc2)CC1	0.6	0	-0.5	11
Cc1cc(C)cc(NS(=O)(=O)Cc2ccc(Cl)cc2)c1	0.0	-6	2.7	-6
CCOC(=O)c1ccc(NC(=O)Cn2cc([N+](=O)[O-])cn2)cc1	-0.1	12	0.0	-8
O=C1N(Cc2ccccc2F)c2ccccc2C12OCCS2 (stereo not given)	-0.1	4	-1.2	-13
Cc1ccc(Nc2nc3c(s2)CCCC3)cc1C	0.0	10	-0.8	-73
CC(=O)Nc1ccc(Cl)c(NC(=O)c2ncoc2-c2ccc3ccccc3c2)c1	0.0	8	-0.6	-3
CCOC(=O)CC(=O)c1c(C)[nH]c(C(=O)OCC)c1C	0.4	4	0.4	-2
COC(=O)c1c(NC(=O)c2c(OC)cccc2OC)sc(C)c1C	-0.2	-5	0.4	-1
CCn1cc(C(=O)O)c(=O)c2cc(S(=O)(=O)N3CCC(C)CC3)ccc21	-0.1	-10	-0.9	-4
Cc1ccc(-c2nc3ccc(Br)cc3c(=O)o2)cc1C	0.2	11	-0.7	3
COC(=O)c1c(NC(=O)c2nc(SC)ncc2Cl)sc(C(C)=O)c1C	0.0	1	0.2	-1
O=C(COc1ncnc2ccccc12)c1ccc(Cl)s1	0.7	-19	-0.2	-16
Cc1ccc(C(=O)NCC(=O)OCC(=O)c2ccc([N+](=O)[O-])cc2)cc1	0.1	-26	-0.3	5
O=C(c1ccn(C(=O)Nc2ccccc2)n1)N1CCOCC1	-0.1	0	-1.2	-20
Cc1cccc(-c2nnc(C3CCN(S(C)(=O)=O)CC3)o2)c1	-0.1	4	1.6	-19

(cont.)
smiles	FBW7 act	MITF primary	GPR151 ag	TEAD-YAP block
Cc1nnc(SCC(=O)NC2CC2)n1-c1ccccc1	-0.2	16	-1.7	19
N#Cc1ccccc1NC(=O)COC(=O)c1ccccc1N/C=C/C(=O)C(F)(F)F	0.1	4	2.4	-17
CC(C)CNC(=O)NC(=O)COc1ccc(C=O)cc1	-0.1	4	-1.9	-5
CC1CCc2c(sc3nc(C4CC4)n4c(SCC(N)=O)nnc4c23)C1 (stereo not given)	-0.2	-4	0.5	5
CCc1c(C)sc(NC(=O)C2C3C=CC(C3)C2C(=O)O)c1C(=O)OC(C)C (stereo not given)	-0.1	-4	1.4	64*
COc1cccc(C2C(N3C(=O)c4ccccc4C3=O)C(=O)N2c2cccc(OC)c2)c1 (stereo not given)	-0.1	0	-0.8	-4
COc1cc(NS(=O)(=O)c2ccc(F)c(C)c2)ccc1N1CCCC1=O	0.1	3	0.8	6
CCC1CN(CCNC(=O)CCn2cncn2)Cc2cc(OC)ccc2O1 (stereo not given)	-0.2	3	0.1	2
CC(C)C(NS(C)(=O)=O)c1nnc2n1CCN(Cc1ccccc1)CC2 (stereo not given)	-0.2	-3	0.7	-10
c1ccc(-c2nc(NC3CC3)cc(-c3cccnc3)n2)cc1	0.1	17	1.2	23
COc1ccc(CC(=O)Oc2c(Sc3ccccc3[N+](=O)[O-])c(C)nn2C(C)(C)C)cc1	0.3	7	-0.3	18
COc1ccccc1OCC(=O)NCCSCc1cccc(C)c1	0.7	-5	-0.4	1
COc1ccc(CN2CCN(Cc3ccccc3F)CC2)c(OC)c1	0.1	81*	-0.9	5
COc1cc2c(cc1OC)CN(S(=O)(=O)c1ccc(Oc3ccccc3OC)cc1)CC2	-0.3	-3	1.8	-5
Cc1ccccc1OCc1nc2ccccc2c(=O)n1NC(=O)C(Cl)(Cl)Cl	0.1	2	0.0	-6

Grouped by structure, the compounds so far containing an NH in an aromatic ring (5)
smiles	FBW7 act	MITF primary	GPR151 ag	TEAD-YAP block
O=C(CN1CCC(c2nc3ccccc3[nH]2)CC1)N1CCN(c2ccccc2)CC1	0.6	20	0.5	11
CCCNC(=O)CN1CCC(c2nc3ccccc3[nH]2)CC1	0.1	6	1.2	-2
Cc1ccc2[nH]c(C)c(CC(=O)N/N=C/c3cccnc3)c2c1	0.1	0	1.9	5
Nc1nc(N2CCC(N3CCOCC3)CC2)nc2nc[nH]c12	0.0	6	3.2	-10
CCOC(=O)CC(=O)c1c(C)[nH]c(C(=O)OCC)c1C	0.4	4	0.4	-2

An excerpt of these results, with values under each structure.
Under each structure: FBW7 act, MITF primary, GPR151 ag, TEAD-YAP block
COc1ccccc1OCC(=O)NCCSCc1cccc(C)c1
    0.7, -5, -0.4, 1
COc1cc2c(cc1OC)CN(S(=O)(=O)c1ccc(Oc3ccccc3OC)cc1)CC2
    -0.3, -3, 1.8, -5
N#Cc1ccccc1NC(=O)COC(=O)c1ccccc1N/C=C/C(=O)C(F)(F)F
    0.1, 4, 2.4, -17

(more compounds)
smiles	FBW7 act	MITF primary	GPR151 ag	TEAD-YAP block
O=C(Cn1ncc2c(=O)oc3ccccc3c21)Nc1ccc2c(c1)OCO2	0.2	3	0.1	5
O=C(c1ncoc1-c1ccc(F)cc1)N1CCSCC1	0.9	8	-0.9	-7
O=c1ccc2cc(Cl)c(O)c(Cl)c2o1	-0.1	21	3.2	-5
O=C(Nc1ccc(Cc2ccc(NC(=O)c3cccc(N4C(=O)CCC4=O)c3)cc2)cc1)c1cccc(N2C(=O)CCC2=O)c1	-0.1	0	-1.2	1
CN1CCN(S(=O)(=O)Cc2ccccc2Cl)CC1	-0.1	7	0.0	5
O=C1c2ccccc2C(=O)c2c1ccc(C(=O)Nc1ccccc1)c2[N+](=O)[O-]	-0.3	-12	-0.9	-39
CCOc1ccccc1NC(=O)CCS(=O)(=O)c1ccc(Br)cc1	-0.1	26	0.5	5
CCOc1ccc2c(c1)-c1c(ssc1=S)C(C)(C)N2S(=O)(=O)c1ccc(C)cc1	0.1	16	0.8	5
CCN(c1ccccc1)S(=O)(=O)c1ccc(NN)nc1	-0.1	5	1.9	1
CCOC(=O)c1sc2nc(CC(=O)OC)nc(Nc3cccc(C)c3)c2c1C	0.0	-8	0.6	4
CC1(C)Cc2c(sc(NC(=O)Nc3ccccc3)c2C#N)CO1	0.6	10	-4.3	-19
Nc1c(-c2nc3ccccc3[nH]2)sc2nc3c(cc12)CCC3	0.0	-1	-2.3	27
Cc1cccc(CN2CCC(N3CCC(C(=O)N4CCSCC4)CC3)CC2)n1	0.3	9	0.6	-2
O=C(CCc1ccccc1)N(c1ccccc1)C1C=CS(=O)(=O)C1 (stereo not given)	1.5	17	-0.5	-10
Cc1nc2cc3ccccc3cc2c(=O)n1/N=C/N(C)C	0.2	5	1.3	-17
NC(=O)N/N=C/c1cccc(OC(=O)c2cc([N+](=O)[O-])cc([N+](=O)[O-])c2)c1	0.1	12	-1.0	3
O=C(CSc1ccc([N+](=O)[O-])cn1)Nc1ccc(F)c(F)c1F	-0.2	-3	-0.3	-2
Cn1cc(C(=O)N2CCCCCC2)cc(NC(=O)c2cc(Cl)ccc2Cl)c1=O	0.3	-8	-0.3	-4
